MazF activator: increases E. coli MazEF RNase cleavage of RNA. P0AE70. FAM/BHQ RNA-DNA oligo cleavage fluorescence, 5 h. activation, % at 20 µM. actives 0.32% (n = 350,000); in the data active = activation above about 50%
Target sequence (P0AE70 whole entry, looked up): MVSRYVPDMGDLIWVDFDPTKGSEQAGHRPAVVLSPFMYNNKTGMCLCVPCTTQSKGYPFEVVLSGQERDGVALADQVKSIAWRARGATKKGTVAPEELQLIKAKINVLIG
Anthrax LF prot: anthrax lethal factor protease inhibition. P15917. multiplex microsphere protease cleavage assay, LF. inhibition, % at 10 µM. actives 0.12% (n = 360,000). AID 588501; in the data active = inhibition above about 30%; also: plate controls were buffer without enzyme for full effect and enzyme alone for no effect
SARS 3CLpro inh: SARS-CoV 3CLpro protease inhibition | P0C6X7 | recombinant SARS-CoV 3CLpro, quenched FRET peptide cleavage | inhibition, % at 6 µM | actives 0.14% (n = 290,000) | AID 1706; in the data active = inhibition above about 12%
TcdB inh: inhibitors of Clostridioides difficile toxin B glycohydrolase; P18177; TcdB glycohydrolase enzymatic assay, plate reader; inhibition, % at 9.99 µM; actives 0.24% (n = 350,000); AID 652162; in the data active = inhibition above about 10%
DUSP3 inh: blocks human VHR1 dual specificity phosphatase; P51452; recombinant VHR phosphatase, pNPP absorbance; AID 1654; actives 0.52% (n = 290,000); inhibition, % at 13.3 µM; in the data active = inhibition above about 50%; also: some compounds called inactive have numbers as strong as hits
Target sequence (P51452 whole entry, looked up): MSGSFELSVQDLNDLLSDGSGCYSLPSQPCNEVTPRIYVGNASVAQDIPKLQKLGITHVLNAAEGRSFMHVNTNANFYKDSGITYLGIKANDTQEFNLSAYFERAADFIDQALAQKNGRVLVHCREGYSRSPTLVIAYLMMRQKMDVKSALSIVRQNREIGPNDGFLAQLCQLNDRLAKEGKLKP
SSB-PriA inh: K. pneumoniae PriA-SSBct interaction inhibition. inhibition, % at 33 µM. AlphaScreen SSBct-PriA binding, biotinylated peptide. AID 1272365. actives 0.6% (n = 430,000); in the data active = inhibition mostly above about 37%, no sharp cut-off; inactive = mostly below about 20%;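 also: plate controls were negative control peptide for no effect and reference peptide for full effect; strong numbers were not always called active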
Y pestis TopoI: blocks Yersinia pestis topoisomerase I activity | Y. pestis Topo-I cleavage product accumulation, plate reader | activity, % at 10 µM | actives 0.064% (n = 360,000) | AID 504884; in the data active = activity above about 50%, passing the limit was not always enough; also: inactives centre near 2
BH1578 lux ind: inducers of Vibrio cholerae quorum light production without autoinducers; V. cholerae BH1578 lux reporter, luminescence, 6 h; activation, % at 18.7 µM; actives 0.16% (n = 350,000); in the data active = activation mostly above about 9.7%, no sharp cut-off; also: not every result past the cut was called active; inactives centre near 0; reference of the scale not given here
PfHsp40 rescue: restores yeast growth despite PfHsp40 toxicity. S. cerevisiae expressing PfHsp40, growth rescue, ATP luminescence. growth rescue, % at 12.5 µM. actives 0.68% (n = 340,000). AID 504582; in the data active = growth rescue above about 28%, passing the limit was not always enough;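 also: yeast W303a lacking pdr1 and pdr3 grown in galactose medium; growth measured after three days at 30 °C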
Rv3671c protease: Rv3671c (M. tuberculosis) protease inhibition. inhibition, % at 5.96 µM. actives 0.048% (n = 320,000). P9WHR9; in the data active = inhibition above about 38%;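 also: extracellular domain of Rv3671c used as enzyme; 0% = enzyme with DMSO and 100% = no enzyme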
Target sequence (P9WHR9 whole entry, looked up, the tested form may be a part): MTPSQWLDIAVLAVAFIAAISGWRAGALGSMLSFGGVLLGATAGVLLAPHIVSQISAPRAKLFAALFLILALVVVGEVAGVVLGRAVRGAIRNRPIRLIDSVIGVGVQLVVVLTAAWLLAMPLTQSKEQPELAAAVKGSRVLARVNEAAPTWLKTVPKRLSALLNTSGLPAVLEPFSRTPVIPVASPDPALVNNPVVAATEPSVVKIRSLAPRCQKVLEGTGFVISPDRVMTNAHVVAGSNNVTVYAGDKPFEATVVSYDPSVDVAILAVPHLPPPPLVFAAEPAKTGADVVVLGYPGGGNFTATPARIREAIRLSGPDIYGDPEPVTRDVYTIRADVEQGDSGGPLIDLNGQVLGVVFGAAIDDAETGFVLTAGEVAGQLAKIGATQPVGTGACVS
* = called active by the depositor; i = inactive; x = no result given. The list is partial. The share of hits here may be higher or lower than overall.

SMILES	MazF activator	Anthrax LF prot	SARS 3CLpro inh	TcdB inh	DUSP3 inh	SSB-PriA inh	Y pestis TopoI	BH1578 lux ind	PfHsp40 rescue	Rv3671c protease
COc1ccc(-n2ncc3c(N4CCc5ccccc54)ncnc32)cc1	-6	1	2	x	4	-10	-2	-1.2	-0.9	1
COc1ccc(CCNC(=O)CC(c2ccccc2)c2cc(C)ccc2O)cc1OC (centres undefined)	3	4	6	x	x	6	6	-1.4	1.5	5
COc1cccc(-c2cc(NC=O)c3ncc(-c4cccc(C(=O)NCCN(C)C)c4)n3c2)c1	x	-8	x	0.1	x	x	0	-1.2	x	x
OC(c1cccc(Cl)c1)c1nc(-c2ccccc2)cs1 (centres undefined)	x	-7	x	0.1	x	x	6	-0.1	x	x
Cc1ccccc1OCC1Cn2c(nc3c2c(=O)[nH]c(=O)n3C)O1 (centres undefined)	4	-1	0	x	6	8	0	0.8	0.0	8
Cc1c(NC(=O)c2cccnc2C(=O)O)cccc1C(=O)O	4	-2	4	x	-12	-11	-3	i	-0.8	-3
O=C(CN1C(=O)NC2(CCc3ccccc32)C1=O)c1c[nH]c2ccccc12 (centres undefined)	-8	-1	x	2.4	x	5	-3	i	-0.4	-19
Cc1nnc(N(Cc2ccco2)C(=O)c2ccno2)s1	-22	-4	2	x	39	-2	0	-1.3	0.6	-3
COC(=O)c1sccc1NC(=O)C1CC1	-6	-5	1	1.9	-7	-12	-9	-0.6	0.6	0
CC(=O)N(c1ccccc1)c1nc(/C=C/C(=O)Nc2c(C)cc(C)cc2C)cs1	-1	0	3	x	-13	-7	8	-0.4	-0.5	-2
Cc1cccc(N=C(NO)c2nonc2N)c1	9	0	2	1.3	27	9	-2	i	-0.8	3
COc1ccc(CC(=O)NCc2nc(-c3ccccc3)no2)cc1	4	-3	2	1.8	11	-16	3	2.4	-0.5	6
c1ccc2oc(SCc3nc4ccccc4s3)nc2c1	1	-1	3	x	-10	-79	32	i	2.5	-16
COc1ccc(CN2CCC(=O)N([C@H](CO)CC(C)C)CC2)cc1OC	-7	3	3	2.1	28	-6	-3	0.6	-0.3	-15
CC(Sc1nncs1)C(=O)Nc1ccc2c(c1)OCCO2 (centres undefined)	-7	1	x	1.6	x	x	1	1.7	-0.8	-4
COC(=O)C(Cc1ccc(O)cc1)NC(=O)Cn1cc(C)c(=O)[nH]c1=O (centres undefined)	8	-1	x	1.2	x	-5	-1	-0.4	0.0	x
CCSc1ccccc1-c1nc(-c2ccncc2)no1	-5	0	-5	2.2	27	-43	-2	-2.4	11	-8
Cc1cccc(C(=O)Nc2ccc(C(=O)Nc3ccc(O)cc3)cc2)c1	-24	-1	0	1.2	-2	-8	0	-0.1	-1.6	-1
Cc1nc2ccc(S(=O)(=O)N(C)CC(=O)N3CCc4ccccc43)cc2s1	6	2	-6	x	8	-13	18	x	-0.2	-4
O=C(Cn1cnc2c(nnn2-c2cccc(Cl)c2)c1=O)N1CCOCC1	0	-3	x	0.1	27	0	6	-1.0	1.3	4
Cc1ccc(C(CNC(=O)C(=O)Nc2ccc3c(c2)OCCO3)N2CCN(C)CC2)cc1 (centres undefined)	2	x	x	-1.0	x	-15	-1	-0.3	-0.3	-10
CC1(C(=O)Nc2ccc(F)cc2F)CCN1C(=O)CCC1CCCC1 (centres undefined)	x	-5	x	1.1	x	x	10	i	x	x
CN1CCN(C(=O)c2ccc(S(=O)(=O)Nc3ccccc3)cc2)CC1	4	4	x	1.5	x	-12	5	2.6	-2.0	-1
COc1ccc(NC(=O)CSc2n[nH]c(=O)n2C2CC2)cc1OC	-1	-1	x	-0.4	x	-4	3	-7.1	-1.6	-3
CCOC(=O)N1CCC(NC(=O)CS(=O)Cc2nc(-c3ccc(OC)c(OC)c3)oc2C)CC1 (centres undefined)	-3	-11	2	x	49	-6	7	x	-1.7	4
O=C(NCc1ccco1)c1cnn2c(C(F)F)cc(-c3ccccc3)nc12	41	-5	-6	x	-1	2	0	i	-1.1	2
CCCCCC(=O)Nc1ccc(N2CCN(C(=O)c3ccccc3)CC2)cc1	5	-5	-4	x	21	-1	10	i	1.5	1
C=C(C(=O)c1ccccc1)C(CC(=O)c1ccccc1)c1ccccc1 (centres undefined)	-5	0	-1	x	-2	-4	-5	-0.2	3.1	-14
COc1ccc(S(=O)(=O)N(C)c2ccc(C(=O)N3CCC(C(N)=O)CC3)cc2)cc1OC	-12	-5	6	1.7	19	-4	2	i	-1.2	5
CCOc1ccc(S(=O)(=O)NCCC(=O)OCC(=O)c2ccc(NC(C)=O)cc2)cc1	-2	x	x	2.4	x	1	10	i	-1.2	-1
O=C1CC2(CCCCC2)Oc2ccc(Cl)cc21	2	2	x	0.8	x	-13	-3	i	-0.8	-1
COC(=O)CN1C(=O)COc2ccc(S(=O)(=O)NCc3ccc(Cl)cc3)cc21	0	2	0	0.7	13	-5	12	i	-0.5	2
Clc1ccc(CN2CCN(/N=C/c3ccco3)CC2)cc1	6	0	4	x	18	x	12	-0.1	0.0	9
O=C(Nc1ccccc1Oc1ccccc1)c1cccc([N+](=O)[O-])c1	-7	-1	5	x	0	24	10	i	1.7	1
Cc1ccc(CSCCC(=O)NCCc2ccc(Cl)cc2)cc1	-1	1	3	x	4	-17	-5	-5.1	12	5
COC(=O)C(C(=O)Nc1cc(C)on1)C1CCCCCC1 (centres undefined)	6	-2	9	x	0	-15	0	-0.6	-0.7	3
O=C(CNc1ccccc1)N/N=C/c1cc([N+](=O)[O-])ccc1N1CCCC1	12	-4	-1	x	20	x	-3	i	4.5	-13
COc1ccc(C(=O)c2c[nH]c(C(=O)N=CN(C)C)c2)cc1	-1	6	8	2.4	2	-1	1	-0.2	0.3	-1
O=C(Nc1ccc(N2CCCC2=O)cc1)c1cncc(Br)c1	5	-2	-2	-1.8	2	19	-1	-0.5	2.3	-1
Clc1ccc(Cc2ccc(Cl)nn2)c(Cl)c1	1	1	-9	x	24	-16	-5	i	1.3	-7
O=C(CCCc1cccs1)Nc1ccc2c(c1)OCO2	-38	-4	5	2.0	-21	-11	3	i	-1.0	-2
COc1ccc(NC(=O)[C@H](COCc2ccccc2)NC(=O)OC(C)(C)C)cc1	-1	0	4	x	20	-8	10	-0.4	0.5	-5
NC(=O)c1ncn([C@@H]2O[C@H](CNCc3ccc(-c4cc(C(F)(F)F)ccc4Cl)o3)[C@@H](O)[C@H]2O)n1	7	-9	x	1.6	x	-2	1	-0.5	-0.3	x
C/C(=N\NC(=O)c1nnn(-c2nonc2N)c1CN1CCC(C)CC1)c1ccc(Br)cc1	8	2	x	-1.5	x	x	1	-0.3	x	x
Cc1ccc(OCCN2C(=O)c3ccccc3C2=O)cc1	2	-1	-4	x	4	3	-6	-0.8	0.3	3
CC1CCCN(C(=O)c2ccc(Br)c(S(=O)(=O)N3CCOCC3)c2)C1 (centres undefined)	6	-2	x	1.6	x	-15	9	-1.5	-0.2	-2
S=c1[nH]nc(COc2ccccc2)n1/N=C/C(Cl)=C/c1ccccc1	2	-1	-8	x	30	x	23	-0.7	-0.3	-2
COc1ccc(NC(=O)CSc2nc3ccccc3nc2N2CCCC2)cc1	-5	7	-1	0.8	10	-7	27	-0.3	1.0	-3
CCN(CC(=O)NCc1ccc(Cl)cc1)C(=O)COc1ccc(Cl)cc1Br	3	-1	x	3.4	x	1	26	i	2.4	-1
Cc1ccccc1OC(C)C(=O)NCc1cccnc1 (centres undefined)	7	-7	4	2.9	-22	3	-2	i	-0.3	1
COc1ccc(CNC(=O)[C@H](Cc2c[nH]c3ccccc23)NC(C)=O)cc1OC	6	-9	-1	1.5	30	-9	-5	-0.3	-0.3	-3
COc1ccc(NC(=O)CS(=O)c2ccc(F)cc2)cc1 (centres undefined)	5	-2	0	0.5	14	-5	4	-0.2	0.1	2
O=C(CCN1C(=O)C2C3CCC(C3)C2C1=O)Nc1ccc([N+](=O)[O-])cc1 (centres undefined)	9	0	1	0.5	19	-7	0	-0.5	-0.2	-13
COc1ccccc1CCNC(=O)Cn1c(=O)oc2ccccc21	-1	-6	2	-1.6	5	-4	12	-5.9	-1.5	x
ClCCCc1cn(C[C@H]2CC[C@@H]([C@@H]3CC[C@H](Cn4cc(CCCCl)nn4)O3)O2)nn1	7	1	-4	1.1	24	-19	4	-9.5	-1.8	11
O=C(CCc1ccccc1)NNc1cc(N2CCCCC2)nc(N2CCCCC2)n1	2	0	2	0.2	-5	4	5	i	0.0	-8
CC(C)NC(=O)c1cc(C2CCCCN2C(=O)c2ccc(C#N)cc2)on1 (centres undefined)	x	0	x	0.7	x	x	-3	-0.9	x	x
CCOc1ccc(CSC2=NCCN2)cc1[N+](=O)[O-]	-4	-2	2	0.8	-10	-8	-6	-3.6	-0.5	-6
CCOC(=O)c1nn(-c2ccc(OCC)cc2)c2nc(-c3ccco3)c(C#N)c(=O)n12	-6	1	-5	1.1	32	-18	-12	-0.4	-1.2	-10
Cc1ccc2[nH]c(=O)c3cc(C(=O)N(C)c4ccccc4C)sc3c2c1	18	-4	-1	0.7	21	-22	10	0.7	-1.5	0
Continuation.
SMILES	MazF activator	Anthrax LF prot	SARS 3CLpro inh	TcdB inh	DUSP3 inh	SSB-PriA inh	Y pestis TopoI	BH1578 lux ind	PfHsp40 rescue	Rv3671c protease
CNc1ncnc2sc(-c3ccccc3)cc12	4	0	0	0.7	52*	-13	4	1.1	3.5	-7
OCc1nc2nc(Cl)c(Cl)nc2[nH]1	-34	-1	2	-5.3	27	-8	-2	-6.2	0.8	-4
NNC(=O)C(=O)NCCCN1CCOCC1	-4	0	0	-8.5	-3	-6	3	-0.1	-1.7	-1
O=C(NCc1ccc(Cl)cc1)N1CCOCC1	5	-8	-5	0.3	19	-4	-4	-0.3	-0.2	-4
Cc1cccc(NC(=O)c2ccc(C3SCC(=O)N3CCc3ccccc3)cc2)c1C (centres undefined)	0	2	-1	x	19	-4	9	-0.3	5.2	-10
CCCNc1c(NC(=O)C2CCC(C)CC2)c(=O)oc2ccccc12 (centres undefined)	1	-1	3	0.8	-26	-5	5	-0.6	1.5	4
Cn1cnnc1SCC(=O)NCc1ccccc1	5	-1	1	0.4	-3	-2	1	-3.6	0.5	5
O=[N+]([O-])c1cc(/C=N/N/C(=N/c2ccccn2)c2ccccn2)ccc1O	8	-1	2	0.3	23	x	0	-0.4	x	8
COCCCNC(=S)NCCNc1nc2cc(C)cc(C)c2cc1C#N	8	-6	1	1.2	22	-9	21	0.4	2.3	6
O=C(c1ccc(OC2CCN(CCc3ccccc3)CC2)cc1)N1CCCC(CO)C1 (centres undefined)	1	0	6	1.8	-1	0	25	0.1	0.5	11
COc1ccc(-c2noc(CCC(=O)N3CCN(c4ccc(F)cc4)CC3)n2)cc1	-2	-5	x	1.0	x	16	-8	i	-0.1	x
COc1ccc(NC(=O)N2CCCC(c3nc(-c4ccc(OC)cc4)no3)C2)cc1 (centres undefined)	6	-1	1	0.8	4	-10	15	i	-0.1	-7
Cc1ccc(C(=O)NC2CCCCCC2)o1	-4	0	-2	x	-11	-10	7	-9.1	-0.4	-3
Cc1ccc(CNC(=O)CNC(=S)N(Cc2ccccc2)Cc2ccccc2F)cc1	0	-4	4	1.2	-2	-8	4	-1.1	4.0	x
